# Source: PubChem (several laboratories)
# FBA Mtb inh: Mtb fructose-bisphosphate aldolase inhibition | purified M. tuberculosis FBA, fluorescence read-out | inhibition, % at 1 µM | P9WQA3 | 360,000 tested, 2.3% active; in the data active = inhibition above about 27%;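 also: 0% = vehicle and 100% = reference inhibitor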
# Target sequence (P9WQA3 whole entry, looked up): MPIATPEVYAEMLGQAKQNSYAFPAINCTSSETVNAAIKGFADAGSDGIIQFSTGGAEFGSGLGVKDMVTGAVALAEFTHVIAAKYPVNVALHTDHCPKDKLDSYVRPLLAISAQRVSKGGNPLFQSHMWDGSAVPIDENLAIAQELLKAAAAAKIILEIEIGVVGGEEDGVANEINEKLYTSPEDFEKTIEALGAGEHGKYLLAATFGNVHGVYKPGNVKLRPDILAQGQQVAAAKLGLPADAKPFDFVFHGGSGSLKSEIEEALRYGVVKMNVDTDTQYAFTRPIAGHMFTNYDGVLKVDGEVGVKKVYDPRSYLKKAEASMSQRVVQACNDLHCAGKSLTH
# UGM FP inh: Mtb UDP-galactopyranose mutase inhibition | P9WIQ1 | purified UGM, fluorescence polarization probe displacement | inhibition, % at 10 µM | 320,000 tested, 0.06% active | AID 504406; in the data active = inhibition above about 10%, passing the limit was not always enough
# Target sequence (P9WIQ1 whole entry, looked up): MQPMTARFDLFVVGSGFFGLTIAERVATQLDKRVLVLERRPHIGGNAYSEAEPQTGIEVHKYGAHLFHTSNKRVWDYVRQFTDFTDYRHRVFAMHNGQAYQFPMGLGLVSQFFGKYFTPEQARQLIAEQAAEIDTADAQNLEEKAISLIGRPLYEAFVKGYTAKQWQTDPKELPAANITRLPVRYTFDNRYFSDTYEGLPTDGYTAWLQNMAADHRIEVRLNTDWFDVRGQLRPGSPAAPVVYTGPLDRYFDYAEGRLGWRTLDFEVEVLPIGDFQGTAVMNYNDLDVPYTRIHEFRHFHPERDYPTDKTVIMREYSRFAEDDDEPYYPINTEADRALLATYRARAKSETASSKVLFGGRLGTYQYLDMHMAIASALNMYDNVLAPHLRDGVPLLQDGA
# PrPC surface inh: inhibitors of human cell surface prion protein PrPC; 370,000 tested, 0.43% active; TR-FRET read-out; inhibition, % at 13.8 µM; P04156; in the data active = inhibition above about 24%; also: 0% = median of the test wells and 100% = reference compound wells
# BoNT A protease: inhibitors of Botulinum neurotoxin A light chain protease; AID 588499; inhibition, % at 10 µM; multiplex microsphere protease substrate cleavage, flow cytometry; 360,000 tested, 0.17% active; in the data active = inhibition above about 30%; also: plate controls were buffer without enzyme for full effect and enzyme alone for no effect
# GDH-TPI inh: inhibits GDH-TPI coupling enzymes, artifact for Mtb FBA screen. AID 588335. 360,000 tested, 1.2% active. inhibition, % at 4.8 µM. GDH-TPI coupled enzyme counterscreen, NADH absorbance;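 also: 0% = DMSO wells and 100% = wells lacking the enzyme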
# BioA inh: inhibitors of Mycobacterium tuberculosis BioA enzyme | inhibition, % at 9.99 µM | 360,000 tested, 0.096% active | AID 602481 | purified M. tuberculosis BioA enzyme, plate reader; in the data active = inhibition above about 40%
# CCHF vOTU inh: CCHFV vOTU protease inhibition | Pep-AMC fluorescence | inhibition, % at 11.5 µM | 370,000 tested, 0.55% active; also: 0% = vehicle wells with enzyme and 100% = no enzyme wells
# BoNT F protease: blocks Botulinum neurotoxin F light chain protease; Multiplex microsphere protease cleavage assay, flow cytometry; inhibition, % at 10 µM; 360,000 tested, 0.22% active; in the data active = inhibition above about 35%, passing the limit was not always enough; also: plate controls were buffer without enzyme for full effect and enzyme alone for no effect
# FadD28 FP inh: inhibitors of Mycobacterium tuberculosis FadD28 bisubstrate binding. FadD28 bisubstrate probe binding, fluorescence polarization. inhibition, % at 12.5 µM. 360,000 tested, 0.22% active; in the data active = inhibition above about 8.5%, passing the limit was not always enough
# An asterisk follows results filed as active; · = no result given; + = active, no number. Rule as the data show it, unless noted: active = inhibition above about 30%; inactive = the rest.
# Start of the data: the first 11 records, to show the layout:
SMILES,FBA Mtb inh,UGM FP inh,PrPC surface inh,BoNT A protease,GDH-TPI inh,BioA inh,CCHF vOTU inh,BoNT F protease,FadD28 FP inh
O=C(CN1CCN(S(=O)(=O)c2ccc(Br)s2)CC1)N1CCc2ccccc21,0,·,1,-0.3,5,-0.6,-1,-9,-0.9
COc1ccc(C)cc1NC(=O)CSc1ccc(Cl)cc1,7,-1.3,10,-0.4,-1,·,18,-6,-0.2
COCCCNC(=O)CC1C[C@H](C(=O)N2CCOCC2)[C@@]2(CCC3CCCC3)c3[nH]c4ccc(OC)cc4c3CCN2C1=O (stereo partly drawn),-1,·,5,-0.7,-2,1.6,-1,0,-2.5
CCCCC1=C([O-])C2N=CC=CC2=[N+](c2ccccn2)C1=O (stereo not drawn),-3,1.0,-5,0.7,5,·,3,-1,-2.9
CC1CCCN(CC(O)COc2ccc(-c3ccccc3)cc2)C1 (stereo not drawn),6,1.7,-5,-2.0,-4,-0.7,-3,-8,-0.5
O=C(O)C(Sc1ccncn1)c1ccccc1 (stereo not drawn),-3,0.9,5,0.2,2,·,1,0,-3.9
Cc1cccc(NC(=O)c2ccc(S(=O)(=O)N3CC(C)OC(C)C3)cc2)n1 (stereo not drawn),-1,-0.7,-1,7.6,1,-0.8,-1,13,-0.5
Cc1cc(C(=O)CSc2nnnn2C)c(C)n1-c1cccc(F)c1,1,-1.1,1,1.1,11,4.8,-13,1,-0.2
CCOc1ccc(OCC(=O)N2CCOCC2)cc1,-1,0.6,-3,0.4,2,0.2,5,22,-1.0
Nc1ccn([C@@H]2O[C@H](C(=O)N[C@H](CO)c3ccccc3)[C@@H](O)[C@H]2O)c(=O)n1,1,·,-4,-1.3,·,0.5,1,-4,-2.2
Cc1ccc(-c2nc3c(c(SCC(=O)N4CCOCC4)n2)COC(C)(C)C3)cc1,0,-2.0,2,-3.5,-4,-1.7,-6,-1,0.6

# Main list, from the start:
SMILES,FBA Mtb inh,UGM FP inh,PrPC surface inh,BoNT A protease,GDH-TPI inh,BioA inh,CCHF vOTU inh,BoNT F protease,FadD28 FP inh
O=C(CN1CCN(S(=O)(=O)c2ccc(Br)s2)CC1)N1CCc2ccccc21,0,·,1,-0.3,5,-0.6,-1,-9,-0.9
COc1ccc(C)cc1NC(=O)CSc1ccc(Cl)cc1,7,-1.3,10,-0.4,-1,·,18,-6,-0.2
COCCCNC(=O)CC1C[C@H](C(=O)N2CCOCC2)[C@@]2(CCC3CCCC3)c3[nH]c4ccc(OC)cc4c3CCN2C1=O (stereo partly drawn),-1,·,5,-0.7,-2,1.6,-1,0,-2.5
CCCCC1=C([O-])C2N=CC=CC2=[N+](c2ccccn2)C1=O (stereo not drawn),-3,1.0,-5,0.7,5,·,3,-1,-2.9
CC1CCCN(CC(O)COc2ccc(-c3ccccc3)cc2)C1 (stereo not drawn),6,1.7,-5,-2.0,-4,-0.7,-3,-8,-0.5
O=C(O)C(Sc1ccncn1)c1ccccc1 (stereo not drawn),-3,0.9,5,0.2,2,·,1,0,-3.9
Cc1cccc(NC(=O)c2ccc(S(=O)(=O)N3CC(C)OC(C)C3)cc2)n1 (stereo not drawn),-1,-0.7,-1,7.6,1,-0.8,-1,13,-0.5
Cc1cc(C(=O)CSc2nnnn2C)c(C)n1-c1cccc(F)c1,1,-1.1,1,1.1,11,4.8,-13,1,-0.2
CCOc1ccc(OCC(=O)N2CCOCC2)cc1,-1,0.6,-3,0.4,2,0.2,5,22,-1.0
Nc1ccn([C@@H]2O[C@H](C(=O)N[C@H](CO)c3ccccc3)[C@@H](O)[C@H]2O)c(=O)n1,1,·,-4,-1.3,·,0.5,1,-4,-2.2
Cc1ccc(-c2nc3c(c(SCC(=O)N4CCOCC4)n2)COC(C)(C)C3)cc1,0,-2.0,2,-3.5,-4,-1.7,-6,-1,0.6
COc1cccc(CNC(=O)CCC2CCCN(C(=O)c3cccnc3SC)C2)c1 (stereo not drawn),-1,-2.6,-3,-0.2,-6,-1.4,4,-1,-2.9
N#Cc1nc(-c2ccccc2)oc1NCc1ccco1,101*,-1.1,5,-1.5,17,-0.4,-43,-15,1.1
CC(=O)c1ccc(NC(=O)C[n+]2ccc(N(C)C)cc2)cc1,1,0.6,-4,-1.7,6,1.3,-14,-47,-3.5
C=CS(=O)(=O)c1sc(Cl)c(N2CCOCC2)c1[N+](=O)[O-],1,·,-3,0.1,5,·,-1,2,-0.6
CCn1c(SCC(N)=O)nnc1C(C)C,4,0.3,2,0.4,-1,·,-7,-3,-1.4
c1ccc2ncc(-n3ccnc3)cc2c1,0,·,0,0.1,·,3.6,-3,8,-1.4
CC1(C)CC(NS(=O)(=O)c2ccc(C(C)(C)C)cc2)CC(C)(C)N1,-2,-1.3,-14,-6.3,4,-1.6,-3,-59,-1.1
CC(C)[C@H](NC(N)=O)C(=O)Nc1cccc(S(=O)(=O)N2CCOCC2)c1,1,1.9,6,-1.1,-8,·,-9,-1,-0.2
COc1ccc(OCC(=O)NCc2nc(-c3ccccc3)no2)cc1,1,·,1,-0.1,11,0.3,7,-5,2.9
CCCCC1=CC2=CC(=O)C(C)(OC(=O)CC)C(=O)C2=CN1C1CCCC1 (stereo not drawn),2,-2.2,-3,3.5,12,-0.7,-1,-17,-1.4
Cc1cccc(-n2c(SCC(=O)O)nc3sc4c(c3c2=O)CCC4)c1,-2,4.8,-3,-0.6,16,0.1,-10,0,-2.3
CCn1c(SCC(=O)N2CCCC(C)C2)nnc1-c1ccco1 (stereo not drawn),3,-2.1,2,2.0,-4,0.0,13,10,-1.3
O=C(CCc1nc2ccccc2s1)OCC(=O)N1CCN(C(=O)c2ccco2)CC1,3,2.8,-2,0.0,9,-1.0,3,-3,-1.8
CC(COc1ccc(/C=C/c2ccccc2)cc1)[N+](C)(C)C (stereo not drawn),4,·,0,-0.3,13,0.0,5,-8,-1.0

# (list continues)
SMILES,FBA Mtb inh,UGM FP inh,PrPC surface inh,BoNT A protease,GDH-TPI inh,BioA inh,CCHF vOTU inh,BoNT F protease,FadD28 FP inh
COc1ccc(CN2C[C@@H](CO)O[C@@H](n3cnc4c(N5CCCC5)ncnc43)C2)cc1,1,·,5,0.4,15,-4.4,-6,8,-1.7
Cc1[nH]c(=O)[nH]c(=O)c1S(=O)(=O)N1CCCC(C(=O)NCc2ccc3c(c2)OCO3)C1 (stereo not drawn),-2,0.1,9,-0.7,-1,·,5,-4,-2.7
COc1ccc2nc(NC(=O)c3cnccn3)sc2c1,5,-1.6,-11,-0.9,-5,1.0,9,-12,-1.6
O=C(Nc1cccc(O)c1)c1cc(-c2ccc3c(c2)OCO3)on1,-1,-3.6,8,-0.1,4,-0.5,-4,-1,-5.2
c1ccc(-n2ncc3c(NCCCN4CCOCC4)ncnc32)cc1,4,-0.6,2,-5.0,-4,·,-2,-10,-2.7
C=CCn1c(=O)n(CCC#N)c(=O)n(CCC#N)c1=O,1,0.3,2,-0.2,5,-0.5,-2,-4,-3.5
NC(=O)CC(NC(=O)Cc1ccc(Cl)cc1)c1ccc(NC2CCCCCCC2)c([N+](=O)[O-])c1 (stereo not drawn),-2,0.1,-4,0.3,8,-1.0,-5,-3,-2.4
COc1ccccc1C(CNC(=O)CSc1ccc2ccccc2c1)N(C)C (stereo not drawn),-1,0.5,-2,-0.2,-1,-0.1,13,-4,-3.7
O=S(=O)(Nc1ccc2nc(C(F)(F)F)[nH]c2c1)c1ccccc1,-2,-0.1,19,-1.3,-1,0.3,-3,-13,0.5
COc1ccc(C=C(C(=O)O)c2ccc(OC)cc2)cc1,-1,·,-3,0.1,-2,·,4,-11,-4.1
CC[C@@H](C)[C@H](NC(=O)CCc1c(C)c2cc3c4c(oc3c(C)c2oc1=O)CCCC4)C(=O)O,27*,2.8,-3,-0.4,20,3.4,-1,-4,-5.4
COc1ccc(OCC(=O)NC(CC(=O)O)c2ccc(OC)c(OC)c2)cc1 (stereo not drawn),3,1.8,3,-0.3,5,0.7,7,3,0.0
O=C(NCc1cccnc1)Nc1cccc(F)c1,-1,-1.3,2,-1.1,0,·,-8,1,-5.0
Cc1ccc(OCc2cc(C(=O)NC3CCc4ccccc43)no2)cn1 (stereo not drawn),0,-2.8,9,-0.3,-3,3.9,-2,-5,-1.9
CCCCC(=O)N(C)c1c(C)nc2ccc(C(=O)N3CCCCC3)cn12,1,·,-4,-0.2,5,-1.2,10,-2,-3.3
COc1ccc(Cl)cc1CNC[C@H]1O[C@@H](n2cnc3c(=O)[nH]c(N)nc32)[C@H](O)[C@@H]1O,-4,·,-6,-0.1,·,-1.6,2,-2,-1.2
Cc1ccc(N=Nc2c(O)ccc3n[nH]nc23)cc1,-12,2.2,-39,-2.0,18,-0.5,21,8,-0.7
C=CCNC(=O)/C(=C\c1ccc2c(c1)OCO2)NC(=O)c1ccc(Br)cc1,5,1.3,-2,-2.1,21,-0.4,1,-24,-2.2
O=C(N1CCOCC1)C12CCC3CC(CC(C3)C1)C2,3,1.6,-3,-1.2,-3,0.5,7,-1,-0.4
N#Cc1nc(-c2cccs2)oc1NCC1CCCO1 (stereo not drawn),+,2.6,-5,0.8,19,0.0,-305,-4,1.1
CCOc1ccc(Oc2nc(Nc3ccc(C)cc3)nc(N(C)C)n2)nn1,-2,0.7,8,-0.6,0,2.3,-2,-2,-0.5
O=Cc1cccn1Cc1ccccc1[N+](=O)[O-],2,-0.4,-5,-0.1,11,-1.7,4,-3,-0.3
COCCNC(=O)CSc1nc2cc3c(cc2c(=O)n1Cc1ccco1)OCO3,0,-0.9,-3,1.2,0,0.5,-4,9,-5.6
COC(=O)c1sc(NC(=O)CSc2n[nH]c(N)n2)c(C(=O)OC)c1C,2,-1.7,-4,-0.6,3,·,6,-7,-4.3
Cc1cc(NC(=O)CCSc2nc(-c3ccco3)cc(C(F)(F)F)n2)no1,-5,-0.2,1,-0.1,10,-0.3,2,-7,-3.8

# Next part
SMILES,FBA Mtb inh,UGM FP inh,PrPC surface inh,BoNT A protease,GDH-TPI inh,BioA inh,CCHF vOTU inh,BoNT F protease,FadD28 FP inh
COc1ccc(C)cc1N(CC(=O)N/N=C/c1ccccc1C(=O)O)S(=O)(=O)c1ccccc1,4,1.6,-8,0.4,7,·,11,3,-1.2
COc1ccc(CNc2n[nH]c(NCc3ccc(OC)c(OC)c3)n2)cc1OC,2,3.9,6,0.0,8,-0.4,0,5,-4.0
COc1ccc2nc(C)c3c(c2c1)OC(C)C3 (stereo not drawn),10,-2.9,-8,-0.6,2,·,-4,-7,0.6
COc1cc(/C=N/NC(=O)CN2CC(c3ccccc3)CC2=O)ccc1OC(=O)N(C)C (stereo not drawn),2,-2.1,-6,-1.5,12,0.2,-15,-8,-1.7
Cc1ccc2nc(-c3ccncc3)c(NC3CCCC3)n2c1,2,3.2,10,-0.2,11,·,2,4,-0.3
CCOC(=O)CN1C(=O)S/C(=C/c2cc(C)n(C)c2C)C1=O,-2,-1.8,-6,0.1,14,-1.0,5,-14,-4.1
Cc1ccc(-n2c(SCC(=O)Nc3cc(C)on3)nc3c(c2=O)SC(C)C3)cc1 (stereo not drawn),-3,3.8,-2,-0.5,1,1.7,2,4,-5.1
CCOC(=O)/C(C#N)=C/c1c(N2CCN(c3ccc(OC)cc3)CC2)nc2c(C)cccn2c1=O,0,-0.6,-3,-1.0,9,-1.7,3,-47,0.6
COCCCNc1nc2ccccc2nc1NS(=O)(=O)c1ccc(F)cc1,11,0.2,2,1.4,23,-0.8,-24,7,·
CCC/C(C)=N/NC(=O)c1ccccc1O,-2,-3.2,4,-1.2,5,·,0,-2,-1.2
O=c1c(Cl)c(N2CCC3(CC2)OCCO3)cnn1C12CC3CC(CC(C3)C1)C2,3,5.7,-1,·,13,-2.0,-12,·,-1.3
CN(C)CCCNC(=O)C[C@H]1C[C@H](C(=O)N2CCOCC2)[C@@]2(C)c3[nH]c4cc(CCC(=O)N(C)C)ccc4c3CCN2C1=O,7,·,-2,-0.3,17,-0.9,-12,0,-2.6
CCOC(=O)c1cc2c(N)c(C(=O)c3ccc(Br)cc3)sc2[nH]c1=O,-1,1.3,-14,-0.7,7,·,1,0,-0.6
